Screening data from PubChem.
Sm TGR block: inhibitors of Schistosoma mansoni thioredoxin glutathione reductase; Q962Y6; purified TGR, DTNB reduction, TNB absorbance 405 nm; Potency, µM (highest dose often 114 µM), inactives show top-dose activity change, negative = inhibition, most hits filed as inhibitors; 3% of 360,000 active; AID 485364; note: potency is the fitted concentration of half-maximal effect; nearly all actives have a fitted effect of over 60% in size
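First, TGR (20 nM dispensed) and NADPH were mixed with compound. Second, a 15 min room-temperature incubation followed. Third, further NADPH and then DTNB were added to start the reaction. Finally, TNB absorbance was monitored kinetically.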
HCMV antiviral: human cytomegalovirus inhibition | HFF cells, HCMV-luciferase reporter, 72 h; stronger effect = lower value | activity change, negative = inhibition, % at 57.5 µM | 4.5% of 410,000 active | AID 1259415; in the data active = activity change below about -60%; inconclusive = no clear call, values can overlap the other calls; inactive = above about -39%
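HFF cells seeded 16 h at 37C, treated with compounds, infected with luciferase-reporter HCMV at MOI 1 PFU/cell; luciferase read at 72 h post infection, normalized to buffer-only and Salinomycin controls.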
FBPA Giardia inh: inhibitors of Giardia lamblia fructose-1,6-bisphosphate aldolase; A8B2U2; purified Giardia FBPA; Potency, µM (series often up to 59.6 µM), for inactives: top-dose activity, negative = inhibition, most hits filed as inhibitors; 0.71% of 290,000 active; note: potency is the fitted concentration of half-maximal effect; nearly all actives have a fitted effect of over 55% in size
Target sequence (A8B2U2 whole entry, looked up): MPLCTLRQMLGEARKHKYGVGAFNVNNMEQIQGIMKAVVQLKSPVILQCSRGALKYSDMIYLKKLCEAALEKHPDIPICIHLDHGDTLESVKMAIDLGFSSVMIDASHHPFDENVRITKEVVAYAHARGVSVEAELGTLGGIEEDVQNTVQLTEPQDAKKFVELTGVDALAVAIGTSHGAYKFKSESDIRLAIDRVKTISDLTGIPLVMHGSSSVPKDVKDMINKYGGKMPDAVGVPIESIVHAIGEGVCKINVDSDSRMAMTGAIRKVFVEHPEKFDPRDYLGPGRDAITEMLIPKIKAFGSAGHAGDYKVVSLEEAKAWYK
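40 nM FBPA preincubated 10 min at RT with compound (up to 57.5 uM final), then substrate plus GAPDH/TPI/NAD/arsenate coupling and diaphorase/resazurin added. Fluorescence read after 20 min at RT, 525/598 nm.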
AmpC detergent: inhibitors of E. coli AmpC beta-lactamase with detergent; 0.041% of 370,000 active; AmpC hydrolysis of nitrocefin, absorbance 480 nm, 0.01% Triton; P00811; Potency, µM (top dose mostly 114 µM), inactives show at the top dose activity change, negative = inhibition, actives largely listed as inhibitors;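 note: potency is the fitted concentration of half-maximal effect; 0% = no-compound wells and -100% = no-enzyme wells; nearly all actives have a fitted effect of over 25% in size; some results filed as inactive show a strong effect at the top dose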
Target sequence (P00811 whole entry, looked up): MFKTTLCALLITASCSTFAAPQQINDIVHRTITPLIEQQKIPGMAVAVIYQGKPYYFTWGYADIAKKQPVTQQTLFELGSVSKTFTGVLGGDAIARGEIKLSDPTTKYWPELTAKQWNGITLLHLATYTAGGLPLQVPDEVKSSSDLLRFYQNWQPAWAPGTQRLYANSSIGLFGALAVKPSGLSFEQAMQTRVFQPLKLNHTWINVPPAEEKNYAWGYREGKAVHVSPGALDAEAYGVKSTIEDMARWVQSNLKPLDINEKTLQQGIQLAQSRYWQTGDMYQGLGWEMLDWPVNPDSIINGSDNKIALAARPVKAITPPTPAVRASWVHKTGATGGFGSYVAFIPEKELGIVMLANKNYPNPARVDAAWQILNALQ
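AmpC (5.3 nM in the dispensed reagent) in 20 mM phosphate pH 7.0 with 0.01% (detergent screen) or 0.0001% Triton X-100 was preincubated with compounds for 15 min at room temperature. Nitrocefin was then added from an 800 uM solution, and hydrolysis was followed at 480 nm.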
AMA1 RON2 block: inhibitors of Plasmodium falciparum AMA1-RON2 interaction. AlphaScreen AMA1-biotinylated RON2 peptide binding. Potency, µM (series often up to 58.2 µM), without a hit: at the highest dose activity change, negative = inhibition, actives largely listed as inhibitors. 0.2% of 360,000 active;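 note: potency is the fitted concentration of half-maximal effect; 0% = vehicle wells and -100% = peptide control; nearly all actives have a fitted effect of over 45% in size; some results filed as inactive show a strong effect at the top dose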
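AMA1 (3D7) with his tag at 25 nM final met compounds first, then biotinylated RON2 peptide at 25 nM; detection used donor plus acceptor beads, 10 µg/mL apiece, read by AlphaScreen after 30 min at room temperature.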
HCV inh: inhibitors of hepatitis C virus infection; Huh7.5.1 HCVcc-Cre infection, luciferase reporter, 44 h; Potency, µM (titrated, usually from 41.8 µM), for inactives: top-dose activity change, negative = inhibition, hits mostly inhibitors; AID 651820; 3.4% of 340,000 active; note: potency is the fitted concentration of half-maximal effect
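A cell-based infection assay in which seeded cells (1,000 per well) receive test compound after 4 h, are inoculated with HCVcc-Cre at approximately 0.5 moi, and are incubated 44 h before luminescence detection.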
Starred values were filed as active, the others as inactive; ? = inconclusive; . = no result given; & = joins results of further samples; ! = repeats disagree; [ ] = remark or other dose. Unless noted, calls come from the whole dose curve; as a rule, active = well fitted curve in the direction sought with a large enough effect; inconclusive = small, poorly fitted or top-dose-only effect, or another doubt; inactive = no such curve, though single readings can be large; an effect the other way counts as inactive or inconclusive. Unless noted, % is set by controls: 0 for no effect and ±100 for the full control effect.

(1) COc1cccc(NC(=O)C2CCN(c3ncccn3)CC2)c1
(2) COc1ccc(C(=O)CN2C(=O)c3ccccc3S2(=O)=O)cc1Br
(3) Nc1ncnc2nc(SCCc3ccccc3)[nH]c12
(4) O=C(COc1ccc2ccccc2c1)N1c2ccccc2Sc2ccccc21
(5) Cc1cnc(NC(=O)CN2C(=O)C3CC=CCC3C2=O)s1 (configuration not stated)
(6) Cc1ccsc1/C=N\NC(=O)c1ccc2c(c1)OCO2
(7) Cc1nn(CC(=O)NCCN2CCOCC2)c(=O)c2ccccc12
(8) COc1cc(CC(=O)N(C)CC(=O)Nc2ccc(Cl)c(C(F)(F)F)c2)cc(OC)c1OC

assay / entry	1	2	3	4	5	6	7	8
Sm TGR block	0.3%	-2.4%	2.6%	7.5%	-22.3%	13.0%	4.0%	-13.3%
HCMV antiviral	10.3	-23.5	32.7	16.4	-9.2	92.0	0.9	-20.8
FBPA Giardia inh	-2.6%	.	-7.0%	-5.5%	3.5%	-3.8%	9.1%	-6.2%
AmpC detergent	-1.1%	0.0%	7.0%	-9.9%	-7.1%	-5.4%	-1.6%	-18.5%
AMA1 RON2 block	6.3%	5.2%	2.9%	2.6%	-6.4%	10.7%	6.7%	-2.6%
HCV inh	?	-0.2%	5.8%	-4.6%	7.6%	4.2%	20.1%	?

Quoted from above: compounds 4 to 8
(4) O=C(COc1ccc2ccccc2c1)N1c2ccccc2Sc2ccccc21
(5) Cc1cnc(NC(=O)CN2C(=O)C3CC=CCC3C2=O)s1 (configuration not stated)
(6) Cc1ccsc1/C=N\NC(=O)c1ccc2c(c1)OCO2
(7) Cc1nn(CC(=O)NCCN2CCOCC2)c(=O)c2ccccc12
(8) COc1cc(CC(=O)N(C)CC(=O)Nc2ccc(Cl)c(C(F)(F)F)c2)cc(OC)c1OC

assay / entry	4	5	6	7	8
Sm TGR block	7.5%	-22.3%	13.0%	4.0%	-13.3%
HCMV antiviral	16.4	-9.2	92.0	0.9	-20.8
FBPA Giardia inh	-5.5%	3.5%	-3.8%	9.1%	-6.2%
AmpC detergent	-9.9%	-7.1%	-5.4%	-1.6%	-18.5%
AMA1 RON2 block	2.6%	-6.4%	10.7%	6.7%	-2.6%
HCV inh	-4.6%	7.6%	4.2%	20.1%	?

Additional records.
(9) Cc1ccc(C(=O)COc2cccc(NC(=O)c3ccco3)c2)cc1
(10) CC(Sc1nc2c([nH]c3ccccc32)c(=O)n1C)c1ccccc1 (configuration not stated)
(11) CCOc1ccc(CCNS(=O)(=O)c2cn(C)cn2)cc1OCC
(12) CCOC(=O)c1[nH]c2ccc(Cl)cc2c1-c1ccccc1
(13) CC(=O)c1ccc(S(=O)(=O)N2CCC(Oc3ccc(-n4cnnn4)cc3)CC2)cc1
(14) Cc1ccc(NC(=O)CN(c2ccc(C)cc2)S(=O)(=O)c2cccc3nonc23)cc1
(15) Cn1c(=O)c(C(=O)NNC(=O)c2ccccc2Br)c(O)c2ccccc21
(16) C=CCC(CC=C)(C(=O)O)c1ccccc1

assay / entry	9	10	11	12	13	14	15	16
Sm TGR block	4.6%	17.3%	-3.6%	2.5%	8.9%&-2.7%	-1.5%&2.8%	-3.5%	6.7%
HCMV antiviral	-7.9	-11.5	27.1	-0.6	10.0&-16.1	-8.8&-4.1	?	-13.1
FBPA Giardia inh	1.5%	3.4%	.	0.8%	.	-8.6%	8.1%	1.7%
AmpC detergent	-1.4%	5.5%	0.5%	8.2%	-4.3%&-1.7%	-1.2%&-1.7%	-3.5%	?
AMA1 RON2 block	-4.6%	70.1%[activator]	11.0%	-4.7%	-3.4%	-8.1%	65.6%[activator]	3.2%
HCV inh	-1.1%	13.0%	-10.8%	-15.1%	22.4%	?	-3.9%	9.5%

(17) O=C(NCc1ccccc1)c1ccc(OCC2CCCO2)cc1 (configuration not stated)
(18) COc1cccc(CNC(=O)c2oc3c(c2C)-c2nn(Cc4cccc(Cl)c4)cc2CC3)c1
(19) CCN1CCCC1CNCc1cccc(OC)c1OCc1ccc(F)cc1 (configuration not stated)
(20) O=C(CN(Cc1ccccc1)S(=O)(=O)c1ccc(Cl)cc1)NCC1CCCO1 (configuration not stated)
(21) CCOC(=O)Cc1csc(NC(=O)COc2ccc3ccccc3c2)n1
(22) Cc1n[nH]c(C)c1S(=O)(=O)N1CCC(C(=O)N2CCn3c2nc2ccccc23)CC1
(23) N#CCCn1cc(/C=C/C(=O)O)c(-c2ccc(F)cc2)n1
(24) CC1(C)Cc2c(cnn2-c2ccc(F)cc2)C(NC(=O)c2cnccn2)C1 (configuration not stated)

assay / entry	17	18	19	20	21	22	23	24
Sm TGR block	-2.6%	-0.6%	-0.5%	-10.7%	12.0%	-1.2%	6.0%	.
HCMV antiviral	-29.7	-92.0*	2.2	-22.9	-10.4	12.0	5.1	9.7
FBPA Giardia inh	4.9%	.	-12.0%	1.3%	-6.9%	2.9%	-1.1%	.
AmpC detergent	?	-0.8%	?	-3.3%	-2.4%	0.2%	-1.3%	.
AMA1 RON2 block	4.5%	.	-6.1%	12.3%	-7.1%	5.6%	-2.2%	2.1%
HCV inh	17.4%	.	-5.6%	6.2%	-13.5%	?	10.4%	14.0%

(25) CCCCN(C)c1ccc([N+](=O)[O-])cc1
(26) CCOC(=O)CSc1nnc2n1C(C)(C)Cc1ccccc1-2
(27) O=C(COC(=O)Cc1n[nH]c(=O)c2ccccc12)Nc1c(Cl)cccc1C(F)(F)F
(28) NC(=O)c1cc(Cl)cn(-c2ccccc2)c1=O
(29) O=C(CSc1nnc(-c2ccc(F)cc2)o1)NC1CCCCC1
(30) COCCn1c(SCC(=O)NNC(=O)c2ccccc2)nc2ccccc21
(31) CC(C)CN(C(=O)Cn1c(C(F)(F)F)nc2ccccc21)C1CCS(=O)(=O)C1 (configuration not stated)
(32) CCCCNc1c(-c2ccc(OC)c(SC(C)CC)c2)nc2cc(C)ccn12 (configuration not stated)

assay / entry	25	26	27	28	29	30	31	32
Sm TGR block	-4.3%	-21.2%	-4.9%	-1.2%	6.0%	.	-0.4%	.
HCMV antiviral	-35.3	0.2	1.9	4.9	?	48.8	-31.8	-79.2*!
FBPA Giardia inh	0.7%	0.7%	.	-2.4%	5.9%	.	.	.
AmpC detergent	-18.4%	-1.7%	?	-11.0%	?	.	?	.
AMA1 RON2 block	-1.4%	1.7%	5.0%	14.3%	-4.5%	36.8%[activator]	12.4%	39.2%&-1.4%[activator]
HCV inh	13.3%	-3.5%	21.8%	7.9%	9.9%	-6.7%	25.2%	7.08µM*

(33) Cc1ccccc1N1CCN(C(=O)c2ccc(Oc3ccc(C(F)(F)F)cn3)cc2)CC1
(34) Cn1c(SCC(N)=O)nnc1-c1ccc(C(C)(C)C)cc1
(35) COc1ccc(CCNC(=O)c2ccc3c(c2)c(C)c(C)n3Cc2ccccc2)c(OC)c1OC
(36) C#CCNC(=O)C1=C[C@H](C2CCCCC2)[C@@H](CCCO)[C@H](OCC)O1
(37) Cc1ccc(N2C(=O)CC(N3CCN(c4ccc(F)cc4)CC3)C2=O)c(C)c1 (configuration not stated)
(38) O=C1NC(=Nc2cccc(O)c2)S/C1=C\c1cccnc1
(39) Cc1cc(-c2nc3ncccc3o2)ccc1NC(=O)c1ccc(Cl)cc1
(40) Cc1cccc2sc(N(CCN(C)C)C(=O)C3CCN(S(=O)(=O)c4cccs4)CC3)nc12

assay / entry	33	34	35	36	37	38	39	40
Sm TGR block	-9.1%	7.5%	4.8%	17.8µM*	-31.2%	8.91µM*	89.1µM*	5.3%
HCMV antiviral	-23.8	?	0.0	9.6	7.5	?	-6.1	-4.8
FBPA Giardia inh	-2.2%	-2.4%	.	4.0%	-18.0%	7.9%	.	.
AmpC detergent	8.1%	6.5%	4.3%	2.4%	-14.2%	-0.7%	-0.6%	-12.2%
AMA1 RON2 block	17.2%	1.9%	.	0.0%	-6.2%	11.8%	.	-2.8%
HCV inh	?	-1.9%	.	1.2%	-4.8%	1.8%	.	?

(41) Cc1ccc(-c2noc(-c3ccccc3C(=O)N3CCOCC3)n2)cc1
(42) O=C(N/N=C(\c1ccccc1)c1ccccn1)c1ccccc1Cl
(43) O=[N+]([O-])c1ccc(C[n+]2cc(-c3ccccc3)n3c2CCCCC3)cc1
(44) CCOC(=O)/C(C#N)=C\c1ccc(CC)s1
(45) O=C(c1ccccc1)N1N=C(C(F)(F)F)CC1(O)c1ccccc1O (configuration not stated)
(46) COc1ccc(-n2c(SCC(=O)c3ccc[nH]3)nnc2-c2ccccc2)cc1
(47) COCCN1C(=O)C(=O)/C(=C(/O)c2ccc(S(=O)(=O)N3CCOCC3)cc2)C1c1ccc(OC)c(OC)c1 (configuration not stated)
(48) CC(C)Cn1cnc2c(SCc3ccc(Cl)cc3)nc(N)nc21

assay / entry	41	42	43	44	45	46	47	48
Sm TGR block	-2.5%	-0.6%	1.0%	-10.4%	23.5%	-9.7%	-3.0%	.
HCMV antiviral	52.0	-113.5*	-11.0	-33.2	40.8	-28.3	13.0	-11.8
FBPA Giardia inh	4.3%	19.7%	9.8%	0.1%	4.0%	8.3%	-0.1%	.
AmpC detergent	-2.8%	-3.3%	4.1%	-8.9%	-4.4%	-7.7%	-0.2%	.
AMA1 RON2 block	4.3%	59.9%[activator]	6.7%	-0.4%	86.3%[activator]	32.7%	20.8%	-0.3%
HCV inh	-14.2%	?	6.1%	-8.8%	-7.0%	-5.8%	26.6%	?

(49) O=C(O)c1ccc2ncc(NC(=O)c3ccc(F)cc3)c(=O)n2c1
(50) Cc1cccc(OP(=O)(NCc2ccccc2)Oc2cccc(C)c2)c1
(51) O=C(Cn1cc([N+](=O)[O-])ccc1=O)Nc1ccc2c(c1)OCO2
(52) O=C(Nc1ccc(F)cc1)c1ccccc1S(=O)(=O)c1ccccc1[N+](=O)[O-]
(53) Cc1ccc(-c2nn(-c3ccc(F)cc3)cc2C(=O)N(C)CC(=O)Nc2ccc(N3CCOCC3)cc2)cc1
(54) CCN(CC(=O)NCc1ccc(Cl)cc1)C(=O)/C=C/c1ccco1
(55) Cc1nc(Sc2ccc(Cl)cc2)c(C#N)c(C)c1[N+](=O)[O-]
(56) c1ccc2c(c1)nnn2Cc1nnc2sc(-c3ccncc3)nn12
(57) CCOc1ccc(-c2cc(C(=O)NCCc3ccc(C)cc3)c3ccccc3n2)cc1

assay / entry	49	50	51	52	53	54	55	56	57
Sm TGR block	?	-1.6%	-10.4%	0.1%	-3.6%	25.1µM*	5.3%	-30.0%	5.1%
HCMV antiviral	3.0	17.9	1.6	-31.8	3.5	90.2	-75.0*	?	32.9
FBPA Giardia inh	-0.1%	-4.1%	.	0.5%	.	-1.9%	4.0%	-0.7%	.
AmpC detergent	-2.6%	-12.4%	?	-1.7%	-17.1%	-1.4%	3.8%	-3.8%	-4.6%
AMA1 RON2 block	8.3%	24.4%	-1.6%	7.4%	-9.4%	3.4%	?	-4.6%	.
HCV inh	-9.5%	1.6%	-8.8%	32.3%[activator]	3.3%	10.1%	-28.5%	0.6%	.
